Assay outcomes from PubChem.
C2C12 statin – suppressors of statin myotoxicity in C2C12 myotubes, primary screen, cell-based, single point, plate reader; C2C12 myotubes + simvastatin, ATP luminescence, 48 h; scaled: DMSO 0, geranylgeraniol control 100; rescue of ATP level, % at 7.49 µM; hit rate 0.78% among 330,000;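 active = mean ATP rescue above about 67%, or every replicate alone reaching that limit, limit read from the data, passing the limit was not always enough; inconclusive = no clear call, values can overlap the other calls; inactive = mean under the limit and some replicate under it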;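 also: myotubes were challenged with 10 µM simvastatin during compound exposure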
PGC1a acetyl inh – inhibitors of PGC1a acetylation signal, primary screen, cell-based, U2OS, AlphaScreen, inhibitor mode. AlphaScreen anti-acetyl-lysine; with virally co-expressed GCN5 acetyltransferase. inhibition, % at 15.6 µM. hit rate 0.17% among 350,000. AID 651687, 2012;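 active = every replicate shows inhibition of at least 40%; inconclusive = mean inhibition at least 40% but some replicate below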;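 also: 0% = neutral control wells and 100% = positive control wells; some results beyond the cut were filed as inactive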
PglD DTNB – C. jejuni PglD acetyltransferase inhibitors, primary screen, biochemical, DTNB colorimetric, single point; inhibition, % at 12.5 µM; purified PglD enzyme, DTNB colorimetric CoA detection; AID 602405, 2012; UDP-N-acetylbacillosamine N-acetyltransferase PglD (Campylobacter jejuni); hit rate 0.098% among 360,000; in the data active = inhibition above about 16%, passing the limit was not always enough; inconclusive = no clear call, values can overlap the other calls; also: strong numbers were not always called active
Cneo AK release – Cryptococcus neoformans cell lysis inducers, primary screen, AK release luminescence, single concentration. C. neoformans lysis, adenylate kinase release luminescence, 4 h; normalised: neutral wells 0, clomiphene wells 100. hit rate 0.2% among 360,000. lysis activity, % at 15 µM;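 active = mean lysis activity across replicates of at least 80%, whatever share of replicates individually reach that level; inactive = mean lysis activity below 80%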
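Material – Cryptococcus neoformans yeast cells · Quantity – 5 × 10^6 yeast cells/mL · Buffer or medium – YPD medium · Compound – single dose · Timing – 4 h static compound exposure, 37 °C, read 1 h post-reagent · Signal – adenylate kinase release luminescence · Read-out basis – lysis from increased AK signal · Benchmarks – Clomiphene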
PAX8 reporter – inhibitors of PAX8-driven TPO luciferase reporter, primary screen, RMG-I cells, single concentration | hit rate 1.2% among 360,000 | inhibition, % at 12.6 µM | SteadyGlo, 24 h;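 active = mean replicate inhibition at least 60% with every replicate also reaching 60%; inconclusive = only one of the two criteria is met; inactive = mean below 60% and not all replicates reaching 60%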;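 also: luciferase light reporting Pax8 driven TPO promoter activity; plate controls were median of neutral control wells for no effect and mitoxantrone controls for full effect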
LGR2 inh – inhibitors of bursicon-induced LGR2 CRE-luciferase signal, primary screen, cell-based, HEK293, CRE-luciferase reporter, bursicon stimulation; bursicon-stimulated, 4 h; inhibition, % at 9.99 µM; hit rate 0.35% among 380,000;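 active = drop in luminescence signal, shown as inhibition above about 50% in the replicate tests, limit read from the data, passing the limit was not always enough; inconclusive = probably only some replicates passing the limit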;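 also: agonist challenge used bursicon conditioned medium at about half maximal strength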
ARNT TACC3 PPI – disruptors of ARNT/TACC3 protein interaction, primary screen, biochemical, AlphaScreen, single concentration; Transforming acidic coiled-coil-containing protein 3 (Homo sapiens), Q9Y6A5; AlphaScreen His-ARNT PAS-B/GST-TACC3 binding, luminescence; TACC3 fragment carries E629A point mutation; inhibition, % at 9.99 µM; hit rate 0.66% among 390,000; AID 623870, 2012;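 active = mean inhibition of replicates at least 50% and at least half of replicates each reaching 50%; inconclusive = half or more replicates reach 50% but mean below 50%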;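 also: 0% = complete ARNT plus TACC3 wells and 100% = ARNT alone without TACC3; many hits fall short of the cut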
INS-1E GSIS act – GLuc luminescence reporter in INS-1E cells, primary screen for activators of glucose-dependent secretion of insulin | AID 743287, 2014 | activation, % at 16.6 µM | INS-1E GLuc reporter insulin secretion, 2-3 h | hit rate 0.61% among 370,000;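 active = lowest replicate activation of at least 40%, so every replicate reaches that level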;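 also: 0% = median of neutral control wells and 100% = median of IBMX positive control wells; some compounds called inactive have numbers as strong as hits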
Numbers without * were called inactive; u = inconclusive; x = not tested or not shown.

SMILES | C2C12 statin | PGC1a acetyl inh | PglD DTNB | Cneo AK release | PAX8 reporter | LGR2 inh | ARNT TACC3 PPI | INS-1E GSIS act
C[C@@H]1CN([C@@H](C)CO)C(=O)c2cc(NC(=O)NC3CCCCC3)ccc2O[C@@H](C)CCCCO[C@H]1CN(C)Cc1ccncc1 | 32 | -11 | 5 | -7 | 14 | -11 | -16 | -4
Cc1ccc(SCC(=O)OC(C)C(=O)NCc2ccccc2)cc1C (stereo not drawn) | x | x | x | x | -9 | -16 | -8 | 2
C[C@H](CO)N1C[C@H](C)[C@@H](CN(C)C(=O)CN(C)C)Oc2cc(-c3cccnc3)ccc2S1(=O)=O | 5 | 10 | -1 | 1 | x | 8 | 7 | 13
O=C(NCc1cccs1)c1nn2cccnc2c1Cl | -1 | 41 | 4 | -1 | x | x | -4 | x
CCn1cc(SCC(N)=O)c2ccccc21 | -7 | x | 1 | 2 | -20 | -4 | -6 | 15
CS(=O)(=O)Nc1ccc2c(c1)[C@H]1C[C@@H](CC(=O)N3CCOCC3)O[C@@H](CO)[C@H]1O2 | 4 | -26 | 4 | 0 | x | 3 | -3 | 6
COc1ccc(NC(=O)C2CCC(N3C(=O)C4C5C=CC(C5)C4C3=O)CC2)cc1 (stereo not drawn) | u | -9 | x | 2 | -15 | x | x | x
Cc1ccc(S(=O)(=O)CCC(=O)Nc2ccccc2Cl)cc1 | 2 | 1 | 8 | -1 | -7 | -4 | -10 | -3
Cc1ccc(S(=O)(=O)c2c(C)nn(C(C)(C)C)c2OC(=O)C2CCCC2)cc1 | x | 6 | -4 | -2 | x | x | -6 | x
OCCOCCn1c(CCNc2nc(-c3ccc(F)cc3)cs2)nc2cc(C(F)(F)F)ccc21 | -4 | x | 3 | -1 | 4 | 8 | 1 | -10
O=S(=O)(c1ccccc1)N1N=C(c2cccs2)CC1c1ccc(Br)cc1 (stereo not drawn) | 2 | -13 | 1 | 1 | 12 | x | x | x
Oc1ccc(-c2cn3ccccc3n2)cc1 | -2 | -12 | x | x | -98 | -28 | x | 13
Cc1ccc2nc(SCC(=O)NC(=O)NCc3ccco3)[nH]c2c1 | x | 1 | 1 | -2 | -7 | x | 1 | x
CCC(=O)N[C@@H]1C=C[C@H](CC(=O)NCc2ccccc2OC)O[C@@H]1CO | -1 | 1 | 2 | -1 | 7 | 9 | x | -5
O=C(O)CCC(=O)N1CCc2cc(S(=O)(=O)NCCc3ccc(Cl)cc3)ccc21 | 7 | x | 1 | -1 | x | x | 0 | x
CCCCOc1ccc(C(=O)Nc2ccc(N3CCN(C(C)=O)CC3)cc2)cc1 | -18 | 6 | 2 | -3 | 10 | x | 0 | x
O=C(C[C@H]1C[C@@H]2c3cc(NC(=O)CC4CC4)ccc3O[C@@H]2[C@@H](CO)O1)NCC(F)(F)F | 3 | -7 | -2 | 5 | -12 | 17 | 6 | -1
COCCNC(=O)c1ccc(C)cc1C | -10 | u | -1 | -1 | 0 | -31 | -20 | -9
C[C@@H]1CN([C@@H](C)CO)S(=O)(=O)c2ccc(-c3cncnc3)cc2O[C@H]1CN(C)Cc1ccncc1 | -17 | 5 | 1 | 1 | x | 6 | -5 | 3
CCc1c(C)sc(NC(=O)c2ccco2)c1C(=O)N1CCOCC1 | -1 | 3 | 11 | -1 | x | -6 | 27 | 27

Profiles, quoted from the list.
`O=S(=O)(c1ccccc1)N1N=C(c2cccs2)CC1c1ccc(Br)cc1` (stereo not drawn) is listed as C2C12 statin: 2; PGC1a acetyl inh: -13; PglD DTNB: 1; Cneo AK release: 1; PAX8 reporter: 12; LGR2 inh: x; ARNT TACC3 PPI: x; INS-1E GSIS act: x
`OCCOCCn1c(CCNc2nc(-c3ccc(F)cc3)cs2)nc2cc(C(F)(F)F)ccc21` is listed as C2C12 statin: -4; PGC1a acetyl inh: x; PglD DTNB: 3; Cneo AK release: -1; PAX8 reporter: 4; LGR2 inh: 8; ARNT TACC3 PPI: 1; INS-1E GSIS act: -10
`COCCNC(=O)c1ccc(C)cc1C` is listed as C2C12 statin: -10; PGC1a acetyl inh: u; PglD DTNB: -1; Cneo AK release: -1; PAX8 reporter: 0; LGR2 inh: -31; ARNT TACC3 PPI: -20; INS-1E GSIS act: -9

Next part
SMILES | C2C12 statin | PGC1a acetyl inh | PglD DTNB | Cneo AK release | PAX8 reporter | LGR2 inh | ARNT TACC3 PPI | INS-1E GSIS act
Cc1sc(NC(=O)c2cccs2)c(C(=O)OC(C)C)c1C | -2 | 7 | -3 | 0 | -1 | x | -13 | x
Cc1ccccc1N1CC(C(=O)N2CC(C)OC(C)C2)CC1=O (stereo not drawn) | 12 | x | -5 | 3 | -4 | 13 | -11 | 2
CCOc1ccc(/C=N/NC(=O)c2ccccc2C)cc1CN1CC2CC(C1)c1cccc(=O)n1C2 (stereo not drawn) | 2 | -16 | 0 | -1 | x | 6 | x | 5
CCOC(=O)C1=C(c2ccccc2)c2ccc(OC)cc2N(S(=O)(=O)C(F)(F)F)C1C(=O)OCC (stereo not drawn) | -5 | 37 | -4 | 12 | -20 | -4 | 3 | -27
Cc1ccc(Cl)cc1Nc1nc(-c2sc(NC(=O)C(C)(C)C)nc2C)cs1 | -15 | -13 | 12 | 0 | 7 | 4 | 10 | -8
Cc1ccc(-n2cccc2/C=C2/C(=N)N3C(=NC2=O)SN=C3S(C)(=O)=O)cc1Cl | x | -1 | -1 | -5 | 10 | 1 | 2 | -2
CCCNC(=O)C[C@H]1C[C@@H]2c3cc(NS(C)(=O)=O)ccc3O[C@@H]2[C@H](CO)O1 | 7 | 9 | -4 | 18 | x | 16 | -11 | 6
O=C(NCc1nnc(SCC(=O)N2CCN(c3ccccc3)CC2)o1)c1c(F)cccc1F | 3 | x | 0 | 7 | 8 | 14 | 1 | x
COc1cccc(C(=O)CSc2nccn2C)c1 | -18 | -18 | -1 | -3 | -71 | -12 | -4 | -8
O=C1NC(=Nc2ccccc2)/C(=C/c2ccco2)S1 | x | x | x | x | 21 | 2 | 3 | 1
OCC[C@H]1C[C@H](O)[C@@H](O)[C@@]2(Cc3ccccc3CO2)O1 | 1 | 1 | -2 | 1 | -23 | x | -1 | x
O=C1NC(=S)NC1(c1ccccc1)c1ccccc1 | 3 | 18 | x | x | -1 | -4 | x | -35
Cn1ccnc1SCCNC(=O)CCc1nnc(CCCCc2ccccc2)o1 | -1 | 5 | 3 | 0 | 0 | 11 | -4 | -5
CCc1nc2ccccc2c(C(=O)OCC(=O)NCc2ccc3c(c2)OCO3)c1C | x | x | x | x | 16 | -16 | 4 | 6
COCCn1nnnc1CN1CCC(NC(=O)Nc2cccc(OC)c2)CC1 | 3 | -1 | 1 | 2 | -6 | x | -7 | x
Cc1ccc(C#CC(C)(O)C(C)(C)C)cn1 (stereo not drawn) | 6 | x | 5 | 0 | -7 | 4 | -5 | -1
NC(=O)c1ccc(NC(=O)CN2CCN(C(=O)c3ccco3)CC2)cc1 | -6 | -5 | -2 | 0 | 8 | 14 | -6 | 11
Cc1ccc(S(=O)(=O)CCC(=O)Nc2ccc3c(c2)OCO3)cc1 | 4 | 34 | -1 | -2 | x | x | -3 | x
CN1C(=O)/C(=C\c2ccc(-c3ccccc3)o2)SC1=S | -3 | 0 | 4 | -1 | 13 | 32 | 4 | -11
Cc1ccc(S(=O)(=O)N2CCN(C(=O)NCc3ccc(C(=O)O)cc3)CC2)cc1 | 9 | -6 | -3 | 4 | -9 | -2 | -2 | -7
Cc1nn(-c2ccccc2)nc1C(=O)OCC(=O)N1CCC(C)CC1 | 4 | 4 | -4 | 4 | -17 | 5 | 5 | -4
Cn1c(=O)c2c(nc(CN3CCC(Cc4ccccc4)CC3)n2CCN2CCOCC2)n(C)c1=O | 1 | -6 | -1 | 2 | x | x | 3 | x
COc1ccc(C[C@@H]2CCc3cnnn3COC[C@H](C(C)C)NC2=O)cc1 | x | x | x | 3 | -4 | 0 | x | -1
Nc1ncnc2c1ncn2[C@@H]1O[C@H](C(=O)NS(=O)(=O)c2ccccc2[N+](=O)[O-])[C@@H](O)[C@H]1O | -2 | -11 | -8 | -1 | 1 | -3 | x | -4
O=C(C[C@@H]1C[C@H]2c3cc(NS(=O)(=O)c4ccc(F)cc4)ccc3O[C@H]2[C@H](CO)O1)NCc1ccc(Oc2ccccc2)cc1 | -38 | -30 | 0 | 5 | 101* | x | 3 | -30
COc1ccc(N2CCN(C(=O)C3COc4ccccc4O3)CC2)cc1 (stereo not drawn) | 4 | 1 | -2 | -3 | 3 | x | 6 | x
COc1nc(NC(C)C)nc(N(C#N)CN2C(=O)c3ccccc3S2(=O)=O)n1 | 1 | -8 | 4 | -4 | -9 | 15 | 14 | -43
O=C(NCc1ccccn1)C(C(=O)c1ccc(F)cc1)n1ccccc1=O (stereo not drawn) | 3 | 14 | 6 | -1 | 7 | x | 1 | x
Fc1ccc(N2CCN(Cc3nnc(-c4ccccc4)o3)CC2)cc1 | x | x | x | x | -12 | 16 | 3 | -5
O=C(Nc1ccc(Br)cc1)c1cccnc1N1CCCCC1 | 60 | -29 | 4 | 2 | x | -17 | -23 | -16
CCCCN1C2=C(C(=O)CCC2)C(c2ccc(Cl)c(Cl)c2)C2=C1c1ccccc1C2=O (stereo not drawn) | x | -1 | -2 | 0 | 21 | x | -3 | x
COc1ccc(-c2oc3ncn4nc(COc5ccccc5)nc4c3c2-c2ccc(OC)cc2)cc1 | -2 | 9 | -3 | 3 | 7 | x | -3 | x
COc1ccc(/C=C(\C#N)C(=O)Nc2cccc(C)n2)cc1 | 6 | x | x | x | -10 | -147 | -7 | -4
COc1ccc(CN(C)C[C@H]2Oc3ccc(NC(=O)Nc4ccccc4)cc3C(=O)N([C@@H](C)CO)C[C@@H]2C)cc1 | -11 | -5 | 8 | -3 | x | -8 | -28 | 9
Brc1ccccc1C1=Nn2c(nnc2-c2ccccc2)SC1 | 56 | -6 | 0 | -1 | x | x | 0 | x

Compounds from the list above that contain bromine, in the order listed:
SMILES | C2C12 statin | PGC1a acetyl inh | PglD DTNB | Cneo AK release | PAX8 reporter | LGR2 inh | ARNT TACC3 PPI | INS-1E GSIS act
O=S(=O)(c1ccccc1)N1N=C(c2cccs2)CC1c1ccc(Br)cc1 (stereo not drawn) | 2 | -13 | 1 | 1 | 12 | x | x | x
O=C(Nc1ccc(Br)cc1)c1cccnc1N1CCCCC1 | 60 | -29 | 4 | 2 | x | -17 | -23 | -16
Brc1ccccc1C1=Nn2c(nnc2-c2ccccc2)SC1 | 56 | -6 | 0 | -1 | x | x | 0 | x
